All columns: NCI-60 one-dose screen, growth in % after 48 h at 10 µM unless noted; 100 = growth as untreated, 0 = no growth, -100 = all killed.
MALME-3M: MALME-3M melanoma. hit rate 5.8% among 78,000
MDA-MB-231: MDA-MB-231 breast cancer; hit rate 5% among 81,000; AID 1794789
BT-549: BT-549 breast cancer; hit rate 4.4% among 78,000
LOX IMVI: LOX IMVI melanoma. hit rate 7.4% among 79,000
MCF7: MCF7 breast cancer. AID 1794796. hit rate 6.3% among 82,000
HS 578T: HS 578T breast cancer | hit rate 4.1% among 78,000 | AID 1794788
T-47D: T-47D breast cancer. hit rate 5% among 79,000. AID 1794792
MDA-MB-468: MDA-MB-468 breast cancer. hit rate 8.5% among 78,000
Starred values were filed as active, the others as inactive; . = no result given; & = joins results of further samples. How the source made its calls: active means growth percent below 10; inactive means the rest.

SMILES	MALME-3M	MDA-MB-231	BT-549	LOX IMVI	MCF7	HS 578T	T-47D	MDA-MB-468
CCOC(=O)c1c(C)nc2c(c1N)CC(=O)N2Cc1cc(OC)cc(OC)c1	98	91	114	96	90	119	76	108
CC(=O)/C(=C\c1ccc(Cl)cc1)c1ccccc1	73	19	15	0.4*	9.5*	24	48	0.5*
CCCCOc1ccc(NC(=O)n2nc(NC(C)=O)c3ccccc32)cc1	91	69	89	65	112	96	68	83
CSC(=N\N=C\c1ccc(N(C)C)cc1)/N=C/N(C)C	104	106	113	.	97	90	95	83
O=C1N=C2SCCN2/C1=C\c1cccc(OCc2ccc(Cl)cc2)c1	111	102	98	101	96	103	95	104
COc1cc2oc(-c3cccc(C(=O)Nc4ccc(Cl)cc4)c3)cc(=O)c2c(OCCNC(=O)[C@H](Cc2ccccc2)NC(=O)OC(C)(C)C)c1OC	108	105	99	90	108	102	109	116
Cc1cnc(SCc2ccccc2Cl)nc1SCc1ccccc1Cl	108	94	109	98	108	100	85	98
CC(C)CCc1ccccn1	95	103	99	95	90	95	84	110
CC(=O)Nc1ccc(NC(=O)CSc2nnc(Cc3ccccc3Nc3c(Cl)cccc3Cl)o2)cc1	98	110	106	97	95	94	112	105
CCN(CC)CCOc1ccc(Nc2ncc3cc(-c4ccc(O)c(C#N)c4)c(=O)n(C)c3n2)cc1	-95*	12	112	47	17	77	37	64
O=c1[nH]c(CN2CCN(c3cccc(Cl)c3)CC2)nc2cc(Cl)ccc12	108	104	110	93	86	99	76	.
CC(=O)N[C@H](C(=O)N[C@H](Cc1ccccc1)C(=O)N[C@H](CS)C(=O)N[C@H](CCCN=C(N)N)C(=O)N[C@H](CCCN=C(N)N)C(=O)N[C@H](CCCN=C(N)N)C(=O)N[C@H](CCCN=C(N)N)C(=O)N[C@H](CCCN=C(N)N)C(=O)N[C@H](CCCN=C(N)N)C(N)=O)[C@@H](C)O	116	112	104	102	98	112	109	97
BrCc1ccccc1C[P+](c1ccccc1)(c1ccccc1)c1ccccc1	96	93	96	80	73	103	69	73
COc1cc(-c2ccc(N=Nc3c(S(=O)(=O)O)cc4cc(N)ccc4c3O)c(OC)c2)ccc1N=Nc1cc(S(=O)(=O)O)c2ccccc2c1O	99	106	106	92	97	110	83	110
CCN1C(=O)N(CC)C2SC(N/N=C/c3ccc(F)cc3)=NC21 (stereo unspecified)	55	32	-28*	14	17	12	65	37
CCCCNNC(=O)c1ccc(Br)cc1	.	76	79	62	48	57	.	60
Cc1cc(-c2ccc(N=Nc3c(S(=O)(=O)O)cc4cc(S(=O)(=O)O)cc(O)c4c3O)c(C)c2)ccc1N=Nc1c(S(=O)(=O)O)cc2cc(S(=O)(=O)O)cc(O)c2c1O	100	107	108	107	101	79	92	109
CC(=O)OCC(OC(C)=O)C(OC(C)=O)C(OC1OC(COC(C)=O)C(OC(C)=O)C(OC(C)=O)C1OC(C)=O)C(COC(C)=O)OC(C)=O (stereo unspecified)	113	.	87	98	92	102	.	103
N#CC1(C#N)C(/C=N/NC(N)=S)C(c2ccccc2)C1(C#N)C#N (stereo unspecified)	98	112	115	104	81	106	93	109
N#Cc1nnn(-c2ccc(S(N)(=O)=O)cc2)c1/N=C/c1ccc(Cl)cc1	121	105	89	100	96	110	88	104

One compound at a time, from the list above. Order of values: MALME-3M	MDA-MB-231	BT-549	LOX IMVI	MCF7	HS 578T	T-47D	MDA-MB-468
COc1cc(-c2ccc(N=Nc3c(S(=O)(=O)O)cc4cc(N)ccc4c3O)c(OC)c2)ccc1N=Nc1cc(S(=O)(=O)O)c2ccccc2c1O reads 99	106	106	92	97	110	83	110
BrCc1ccccc1C[P+](c1ccccc1)(c1ccccc1)c1ccccc1 reads 96	93	96	80	73	103	69	73

Following part
SMILES	MALME-3M	MDA-MB-231	BT-549	LOX IMVI	MCF7	HS 578T	T-47D	MDA-MB-468
N#Cc1c(-c2ccccc2)cc(-c2ccccc2)n(CCCC(=O)Nc2ccccc2N)c1=O	47	70	55	48	36	43	64	15
O=C(Nc1ccc(-n2cc(-c3ccncc3)c(-c3ccc(O)c(Cl)c3)n2)cc1)Nc1ccc(Cl)c(Cl)c1	94	103	.	84	93	.	109	99
CC1NC2CCCCC2C1CCNC(=O)C1CCN(C(=O)C2CCCCC2F)CC1 (stereo unspecified)	90	86	103	94	93	101	99	96
C=CCOc1ccnc(-c2ccccc2)n1	87	151	95	103	102	78	100	88
COc1ccc(/C=C(\CC(=O)c2ccc(Cl)c(Cl)c2)C(=O)NCc2ccccc2)cc1	97	94	97	.	78	94	91	110
COc1ccc(-c2nc3sccn3c2-c2ccnc(NCCNS(=O)(=O)c3ccc(OC)cc3)n2)cc1	72	60	84	71	68	90	45	51
O=C(/C=C(/C=C/c1cc(F)ccc1OC(=O)c1ccccc1Nc1cccc(C(F)(F)F)c1)OB(F)F)/C=C/c1cc(F)ccc1OC(=O)c1ccccc1Nc1cccc(C(F)(F)F)c1	100	97	99	96	94	103	92	112
COc1ccc(Nc2nn3c(-c4ccccc4)cc(-c4ccccc4)nc3c2C(=O)Nc2ccccc2)c(OC)c1	89	91	86	104	85	87	98	83
O=C(O)c1ccc(-n2cc(/C=N/Nc3ccc(F)c(Cl)c3)c(-c3cc4ccc(O)cc4oc3=O)n2)cc1	102	93	89	79	93	81	85	117
N#Cc1c(-c2cccs2)cc(-c2ccccn2)[nH]c1=O	104	97	94	97	85	102	96	103
C=C(C)[C@@H]1CC[C@]2(C(=O)N3CCN(C)CC3)CC[C@]3(C)[C@H](CC[C@@H]4[C@@]5(C)CCC(=O)C(C)(C)[C@@H]5CC[C@]43C)[C@@H]12	89	79	97	93	59	95	65	77
O=C(NNC(=O)c1ccc(Cl)cc1Cl)c1ccc2ccccc2c1	.	106	94	99	105	116	110	108
COc1ccc2cc(C#Cc3ccc(-n4c(/C=C/c5cc(C)c(O)c(C)c5)nc5ccccc5c4=O)c(C)c3)ccc2c1	.	104	108	101	99	142	95	104
CCOC(=O)C(Cc1ccccc1)n1c(O)c(/C=N/c2ncc(Cc3ccc(Cl)cc3Cl)s2)sc1=S (stereo unspecified)	-9.8*	-18*	-1.0*	21	3.1*	-3.5*	-3.6*	-0.7*
COc1ccc(C2CC(c3cccc(Nc4ccncc4)c3)=NN2C=O)cc1 (stereo unspecified)	84	96	80	94	81	84	95	85
O=Cc1ccc(OCc2cn(Cc3ccccc3)nn2)cc1	114	112	98	88	90	103	94	106
Cc1cc(N=Nc2cc(S(=O)(=O)O)c(N)cc2N)ccc1N=Nc1ccc2cc(S(=O)(=O)O)cc(S(=O)(=O)O)c2c1	106	107	102	97	105	104	.	127
CC(=O)N1C(=S)NC(C)=C(C(=O)OCC(C)C)C1c1ccc2c(c1)OCO2 (stereo unspecified)	108	89	86	97	104	89	67	95
Cc1ccc(S(=O)(=O)N2CCc3ccc(O)c4c3C2Cc2ccc3c(c2-4)OCO3)cc1 (stereo unspecified)	62	6.2*	.	36	21	47	46	1.7*
O=C(CBr)c1cccc2c1ccc1ccccc12	.	110	103	90	78	98	96	111
Nc1cccc(-c2nc3sccn3c2-c2ccnc(NCCCNS(=O)(=O)c3ccc(Br)cc3)n2)c1	110	101	103	107	95	105	114	93
CCCn1cc(/C=N\N=C2\C(=O)Nc3ccccc32)c2ccccc21	91	89	96	84	74	89	71	75
O=c1c2ccccc2sc2c(N3CCC4(CC3)OCCO4)nc3ccccc3c12	117	83	99	86	80	86	85	84
C#CCSc1nnc(-c2c(C)nc3ccc(Cl)cn23)o1	100	73	98	93	82	91	82	81
CS(=O)(=O)Nc1ccc(-c2nn(-c3ccc(S(C)(=O)=O)cc3)cc2/C=C/C(=O)c2ccc(NC(=O)CO[N+](=O)[O-])cc2)cc1	107	93	99	93	95	122	102	95
O=C(CN1CCOCC1)Nc1ccc2ncnc(Nc3ccc(Oc4cccc(C(F)(F)F)c4)c(Cl)c3)c2c1	73	60	70	44	34	71	19	-7.5*
O=c1[nH][nH]c(=O)[nH]1	105&103	111&110	114&109	104&97	94	110	106&91	122&104
c1ccc(-c2[nH]c3ccccc3c2-c2ccccc2)cc1	94	85	110	80	95	106	66	84
C[C@H](Nc1nc(N)nc(N)n1)c1nc2cccc(NCc3ccc(C(=O)NO)cc3)c2c(=O)n1-c1ccccc1	86	103	109	99	94	102	79	84
Clc1nc2ccccc2cc1Cn1nnc(Cc2ccccc2)n1	66	53	39	54	46	77	26	11

2 entries from above, set out differently.
Compound | MALME-3M | MDA-MB-231 | BT-549 | LOX IMVI | MCF7 | HS 578T | T-47D | MDA-MB-468
N#Cc1c(-c2cccs2)cc(-c2ccccn2)[nH]c1=O | 104 | 97 | 94 | 97 | 85 | 102 | 96 | 103
C=C(C)[C@@H]1CC[C@]2(C(=O)N3CCN(C)CC3)CC[C@]3(C)[C@H](CC[C@@H]4[C@@]5(C)CCC(=O)C(C)(C)[C@@H]5CC[C@]43C)[C@@H]12 | 89 | 79 | 97 | 93 | 59 | 95 | 65 | 77

Next section:
SMILES	MALME-3M	MDA-MB-231	BT-549	LOX IMVI	MCF7	HS 578T	T-47D	MDA-MB-468
CCCCCCC(C)NCC(C)O (stereo unspecified)	104	108	105	101	99	96	101	110
O=S(=O)(CCS(=O)(=O)c1ccccc1)c1ccccc1	91	91	113	82	86	98	84	108
COc1ccc(Cl)cc1NC(=O)c1cc(C)oc1C	111	90	98	98	81	90	91	100
CCOC(=O)C(=Cc1cccc(Br)c1)C(=O)OCC	73	38	28	-9.0*	11	26	1.6*	31
O=[N+]([O-])c1ccc(N(Cc2ccccc2)Cc2ccccc2)c([N+](=O)[O-])c1	92	79	.	55	88	90	73	98
O=c1oc2ccc3ccccc3c2cc1C1=CC=NC2SC=CN12 (stereo unspecified)	.	94	104	94	95	94	98	122
OC(COc1cccc2ccccc12)CN1CCN(c2ccccc2Cl)CC1 (stereo unspecified)	108	84	106	93	105	107	74	90
Nc1cccc(SCc2cc3ccccc3[nH]c2=O)c1	72	57	47	9.5*	37	78	33	46
O=C(O)C(c1ccc(Cl)cc1)c1ccc(Cl)cc1	100	111	102	104	93	105	92	89
CC(=O)COc1ccc(/C=C2\CCC/C(=C\c3ccc(OCC(C)=O)cc3)C2=O)cc1	89	99	87	.	70	98	89	86
O=C(O)CCC(=O)OCc1ccccc1	112	94	105	104	97	107	99	133
Cc1ccc(CO)c2ccccc12	98	115	104	93	101	130	89	103
CC1OC1C(=O)OCCOC(=O)C1OC1C (stereo unspecified)	102	108	104	91	102	105	98	115
Nc1c(C(=O)Nc2cccc(C(F)(F)F)c2)sc2nc3c(cc12)CCCCCC3	-21*	-13*	60	22	20	30	-7.0*	-25*
NNC(=O)CCc1ccc2ccc3ccccc3c2c1	96	.	76	100	86	87	.	99
COc1cccc(CCC(=O)O)c1	105	100	115	106	100	115	100	106
Nc1c(C(=O)Nc2ccccc2Cl)sc2nc3c(cc12)CN(Cc1ccccc1)CC3	76	105	94	100	93	108	88	102
Nc1ccc(S(=O)(=O)Nc2cc(F)cc(F)c2)cc1	131	91	88	91	108	93	105	.
Cc1cccc(C)c1N=c1oc2ccc(Cl)cc2nc1-c1ccccc1O	105	84	107	88	68	84	38	95
NS(=O)(=O)c1ccc(Nc2ccnc(SCC(=O)c3ccc(-c4ccccc4)cc3)n2)cc1	111	103	.	99	96	108	81	105
O=C(c1ccc(O)cc1)C1[C@H](c2ccccc2Br)[C@@H](c2ccccc2)NC12C(=O)Nc1ccc(Br)cc12 (stereo partly specified)	79	46	56	16	7.0*	58	62	-26*
Cc1cc(C)cc(NCCC#N)c1	164	106	123	105	101	134	107	107
Nc1n[nH]c2cccc(C#Cc3cccc(NC(=O)c4cc(N5CCOCC5)cc(C(F)(F)F)c4)c3)c12	-18*	30	63	19	47	40	28	86
O=C(c1ccccc1)C1OC1C(=O)c1ccccc1 (stereo unspecified)	31	26	92	2.5*	17	54	-7.0*	0.0*
CSC(=S)c1c(O)[nH]c2ccccc12	92	102	94	91	96	101	95	103
N#C/C(=C\c1c(Cl)cccc1Cl)c1nc2ccccc2[nH]1	85	80	87	92	71	104	71	82
N#Cc1c(-c2cccs2)cc(-c2cnccn2)nc1SCC(=O)c1ccc(Br)cc1	111	79	120	93	85	101	107	98
COC(=O)c1nc(-c2ccc(C)cc2)oc1N1CCOCC1	115	105	87	107	83	108	87	82
COc1cc2c(=O)n(CCCN(C)C)c3c4cc[nH]c4ncc3c2cc1OC	62	51	72	25	16	65	64	81
CCCCCCCCCNc1ccc(C(=O)O)cc1	102	94	109	.	95	108	101	100

Given with values under each structure: entries from further up.
Under each structure: MALME-3M, MDA-MB-231, BT-549, LOX IMVI, MCF7, HS 578T, T-47D, MDA-MB-468
- COC(=O)c1nc(-c2ccc(C)cc2)oc1N1CCOCC1
 : 115, 105, 87, 107, 83, 108, 87, 82
- COc1cc2c(=O)n(CCCN(C)C)c3c4cc[nH]c4ncc3c2cc1OC
 : 62, 51, 72, 25, 16, 65, 64, 81

(continued)
SMILES	MALME-3M	MDA-MB-231	BT-549	LOX IMVI	MCF7	HS 578T	T-47D	MDA-MB-468
O=C(/C=C/Nc1ccc2oc(=O)ccc2c1)c1cc2cc(Br)ccc2oc1=O	95	94	88	99	.	93	94	99
Cc1ccnc2c1ccc1c(C)ccnc12	19	32	23	3.0*	14	53	6.3*	-18*
Fc1ccc(NC2=NCCN=C(Nc3ccc(F)cc3)SS2)cc1	93	91	91	87	60	103	62	80
Nc1c(C(=O)Nc2ccncc2)sc2nc3c(cc12)C(O)CCC3 (stereo unspecified)	118	97	113	105	94	118	74	88
COc1ccc(-c2nc(-c3nc4ccc(F)cc4[nH]3)c3ccccn23)cc1	91	65	83	73	64	127	35	52
COc1nc(N(C)O)nc(N(C)O)n1	59	49	12	15	15	88	30	29
Cc1cc(C(=O)c2ccc(Cl)cc2)ccc1O	112	94	95	99	108	116	97	96
NNc1ccc([N+](=O)[O-])cn1	107	93	92	105	92	114	99	101
COc1cc2cc3c(nc2cc1OC)CCN3Cc1ccc(NC(=O)c2cc(C(F)(F)F)cc(C(F)(F)F)c2)cc1	108	61	82	86	69	79	55	57
O=c1[nH]c(CNc2ccc(S(=O)(=O)Nc3ncccn3)cc2)nc2ccccc12	105	103	106	105	103	103	97	102

Screening results deposited in PubChem by NCI.
